phage Ecoli inh = E. coli growth loss with phage present; growth absorbance; inhibition, % at 11.9 µM; 360,000 compounds, 0.26% hits; AID 651602; in the data active = inhibition above about 11%
SR-BI uptake up = SR-BI HDL lipid transfer activation | activation, % at 12.5 µM | AID 504775 | CHO ldlA[mSR-BI] cells, DiI-HDL uptake fluorescence, 3 h; 100 = double the neutral-control signal | 320,000 compounds, 0.096% hits;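 active = mean replicate activation of at least 60% and every replicate at or above 60%; inconclusive = mean or all-replicate condition met, but not both; inactive = mean below 60% and not all replicates reaching 60%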;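 note: 0% = median plate neutral-control signal and 100% = twice that signal; values of inactives mirror those of a sister screen read the other way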
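Material: SR-BI-overexpressing, LDLR-lacking CHO cells | Dosing: Single compound concentration, delivered by pin transfer | Probe or stimulus: Labelled HDL, 10 µg/mL | Signal: Bottom-read cell fluorescence after medium removal, ex 550/em 595 nm | Schedule: 3 h, 37 °C | Evaluation: HDL uptake via cellular fluorescence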
Ecoli viability = bacterial growth inhibition, counter-screen for AddAB inhibitors | inhibition, % at 11.9 µM | AID 449728 | 330,000 compounds, 0.27% hits | E. coli V3065 growth, OD600 absorbance, 18 h;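 active = inhibition above the campaign's mean inhibition across all tested compounds plus 3 SD, cut at about 9.9% in these data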;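 note: uninfected addAB+ strain grown without phage in ampicillin broth; 0% = DMSO wells and 100% = ciprofloxacin 0.95 µg/ml wells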
CAL PDZ FP-1 = blocks peptide binding to the human CAL PDZ domain | Q9HD26 | purified CAL PDZ, TMR-peptide fluorescence polarization, 1 h | inhibition, % at 24.9 µM | 300,000 compounds, 0.92% hits | AID 602252;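 active = mean inhibition of at least 30% with at least half of replicates also reaching 30%; inconclusive = no clear call, values can overlap the other calls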;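 note: 0% = DMSO neutral control and 100% = excess unlabeled competitor peptide PRC23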
AddAB inh = less growth of phage-infected E. coli with AddAB. inhibition, % at 11.9 µM. 330,000 compounds, 0.29% hits. E. coli expressing H. pylori AddAB, absorbance growth; in the data active = inhibition above about 12%;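 note: 0% = vehicle wells of infected cells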
Tat export inh = inhibitors of E. coli Tat protein transport; E. coli MC4100 TorA-mCherry Tat export, fluorescence; inhibition, % at 10 µM; 340,000 compounds, 0.036% hits; AID 488895;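 active = mean replicate inhibition at least 50% and at least half of replicates individually reaching 50%; inconclusive = only one of the two criteria met; inactive = neither criterion met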;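 note: exported cargo escapes ClpAP degradation while cytoplasmic cargo is degraded and loses fluorescence; 0% = median of neutral control wells and 100% = median of NaSCN control wells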
MITF TRPM1 HTS = MITF TRPM1 promoter activation in melanoma cells; SK-MEL-5 TRPM1-promoter luciferase, 24 h; % of positive control, neutral wells = 0; 300,000 compounds, 0.75% hits; activation, % at 12.5 µM; AID 588334;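 active = mean activation of at least 80% with every replicate also reaching 80%; inconclusive = mean reaches 80% but some replicate falls short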;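 note: 0% = neutral control wells and 100% = parthenolide positive control wells; values of inactives mirror those of a sister screen read the other way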
CAL PDZ FP-2 = blocks peptide binding to human CAL PDZ domain. 330,000 compounds, 0.02% hits. inhibition, % at 20 µM. Q9HD26. AID 504414. purified CAL PDZ, TMR-peptide fluorescence polarization, 1 h;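 active = highest replicate inhibition of at least 40%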;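 note: plate controls were DMSO neutral control wells for no effect and unlabeled competitor peptide control wells for full effect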
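Material: tagged CAL PDZ protein CerCALP, purified; buffer or medium: sodium phosphate/NaCl buffer pH 7.4 with TCEP, IgG, Thesit; also added: fluorescent TMR peptide probe; schedule: 1 h incubation at room temperature before polarization reading; technique: fluorescence polarization from S- and P-plane intensities, G-factor corrected; control set: unlabelled peptide and DMSO controls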
SR-BI HDL uptake = mouse SR-BI HDL lipid transfer inhibition; Q61009; ldlA[mSR-BI] CHO cells, DiI-HDL uptake fluorescence, 3 h; inhibition, % at 12.5 µM; 320,000 compounds, 0.96% hits; AID 488896;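 active = mean replicate inhibition of at least 70% and a set share of replicates each scoring 70 or more; inconclusive = meets just one of the two criteria; inactive = fails both criteria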;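 note: 0% = median of neutral control wells and 100% = median of positive control wells; values of inactives mirror those of a sister screen read the other way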
Target sequence (Q61009 whole entry, looked up): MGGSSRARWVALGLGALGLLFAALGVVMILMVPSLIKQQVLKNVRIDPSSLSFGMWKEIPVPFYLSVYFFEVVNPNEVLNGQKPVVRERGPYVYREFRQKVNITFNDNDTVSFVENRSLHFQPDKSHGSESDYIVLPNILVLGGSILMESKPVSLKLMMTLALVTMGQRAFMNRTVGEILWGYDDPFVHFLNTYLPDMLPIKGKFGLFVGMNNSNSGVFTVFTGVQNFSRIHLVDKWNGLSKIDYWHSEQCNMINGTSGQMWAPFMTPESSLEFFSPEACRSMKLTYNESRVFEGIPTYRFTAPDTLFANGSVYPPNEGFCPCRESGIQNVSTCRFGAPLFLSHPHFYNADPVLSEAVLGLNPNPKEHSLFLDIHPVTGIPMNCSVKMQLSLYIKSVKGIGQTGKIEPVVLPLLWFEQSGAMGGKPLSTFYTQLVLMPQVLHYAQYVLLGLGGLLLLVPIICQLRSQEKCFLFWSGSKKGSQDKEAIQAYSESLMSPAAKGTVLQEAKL
Wnt bcat act = activators of Wnt/beta-catenin signaling. 300,000 compounds, 1.2% hits. AID 743398. Wnt/beta-catenin reporter cell assay, activator, plate reader. activation, % at 9.35 µM; in the data active = activation above about 30%, passing the limit was not always enough; inconclusive = no clear call, values can overlap the other calls;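 note: 0% = neutral control wells and 100% = positive control wells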
Active calls of the source: *; u = inconclusive; x = no result given.

SMILES | phage Ecoli inh | SR-BI uptake up | Ecoli viability | CAL PDZ FP-1 | AddAB inh | Tat export inh | MITF TRPM1 HTS | CAL PDZ FP-2 | SR-BI HDL uptake | Wnt bcat act
COc1cc(NS(=O)(=O)c2ccc(C)cc2)c2ncccc2c1 | -2.5 | 11 | -6.5 | -2 | -3.8 | -7 | x | 0.0 | -11 | x
CC1=NN(C(=O)c2cccnc2)C(O)(C(F)(F)F)C1 (stereo not drawn) | 2.9 | -49 | -0.9 | -5 | 2.5 | -3 | 4 | -1.6 | 49 | -5
CCCCn1c(CN2CCN(C(=O)OCC)CC2)nc2c1c(=O)[nH]c(=O)n2C | x | 36 | 0.5 | x | 1.7 | 0 | -1 | -0.7 | -36 | -1
O=C(N/N=C/c1coc2ccccc2c1=O)c1cc2ccccc2o1 | 2.8 | 24 | -1.0 | -1 | 0.0 | 1 | 2 | -2.5 | -24 | x
COc1ccc(-c2nc3n(n2)C(c2ccncc2)C(C(N)=O)=C(C)N3)cc1 (stereo not drawn) | 2.2 | -1 | 0.9 | -1 | -0.2 | -7 | -20 | -1.8 | 1 | x
CCOC(=O)c1sc(C)c2c(=O)n(CCc3ccccc3)nnc12 | 4.6 | 6 | 0.8 | 0 | 3.0 | -6 | 0 | 0.7 | -6 | -3
CCC1CCCCN1CCCNC(=O)c1ccc(/C=C2/Sc3ccccc3NC2=O)cc1 (stereo not drawn) | -0.1 | -23 | -1.4 | -13 | 2.9 | 8 | -27 | -13 | 23 | -1
O=C(COC(=O)/C=C/c1cnc2ccccc2n1)NCC(F)(F)F | 0.6 | 11 | -0.7 | 1 | 2.4 | 0 | -2 | x | -11 | x
Cc1cc(C(=O)CSc2nnc(-c3ccc(F)cc3)o2)c(C)n1CC1COc2ccccc2O1 (stereo not drawn) | 1.6 | -10 | 0.5 | 2 | 1.7 | 2 | -8 | -0.1 | 10 | x
O=C(CN1CCN(S(=O)(=O)c2cccc(Cl)c2)CC1)N1CCCCC1 | 1.8 | 19 | 0.5 | -4 | 2.8 | -2 | 0 | -3.0 | -19 | -1

Sorted by value in MITF TRPM1 HTS (descending): 3 from the list above
Compound | MITF TRPM1 HTS
CC1=NN(C(=O)c2cccnc2)C(O)(C(F)(F)F)C1 (stereo not drawn) | 4
O=C(N/N=C/c1coc2ccccc2c1=O)c1cc2ccccc2o1 | 2
CCC1CCCCN1CCCNC(=O)c1ccc(/C=C2/Sc3ccccc3NC2=O)cc1 (stereo not drawn) | -27

New compounds follow.
SMILES | phage Ecoli inh | SR-BI uptake up | Ecoli viability | CAL PDZ FP-1 | AddAB inh | Tat export inh | MITF TRPM1 HTS | CAL PDZ FP-2 | SR-BI HDL uptake | Wnt bcat act
CSc1cccc(NC(=S)N2CCCN(Cc3ccc(F)cc3)C2)c1 | 4.5 | x | 1.9 | -4 | -0.9 | 7 | 0 | -3.4 | x | 0
COc1cc(C(=O)Oc2cccc(/C=N/NC(=O)c3cc(C)[nH]n3)c2)cc(OC)c1OC | 0.0 | x | 1.3 | 6 | 2.1 | 0 | 30 | -5.5 | x | 7
COc1ccc2nc(NC(=O)CSCc3c(C)noc3C)sc2c1 | 1.9 | -34 | 3.1 | -2 | 2.5 | 0 | 22 | -1.8 | 34 | 6
COc1cc2c(C#CCCCO)c(-c3ccc(C#N)cc3)oc(=O)c2cc1OC | -0.3 | -11 | -1.4 | -2 | -1.1 | -3 | 12 | -2.1 | 11 | -1
CCc1nn(CCCC(=O)NCc2ccccc2C)c(=O)c2cc3occc3n12 | 1.5 | -37 | 0.9 | -2 | 4.0 | -6 | 13 | -1.2 | 37 | -3
O=C(O)c1ccc(Cn2cnc3c(=O)[nH]cnc32)cc1 | 3.3 | 8 | x | -5 | x | -11 | -17 | -0.5 | -8 | -3
O=C1CCC(C(=O)N2CCCCO2)CN1Cc1cccc(C(F)(F)F)c1 (stereo not drawn) | -0.9 | 8 | x | -6 | x | 1 | 10 | -1.3 | -8 | 3
CCOC(=O)c1c(NC(C)=O)sc2c1CCC(C=O)=C2Sc1ccccc1 | 1.9 | -62 | -0.2 | -4 | 1.7 | 2 | -10 | 0.6 | 62 | -11
CC(C)C(O)C1CCN(Cc2nc(Cc3ccccc3Cl)no2)CC1 (stereo not drawn) | 2.8 | 0 | -0.8 | -5 | 1.4 | 1 | 20 | -2.3 | 0 | -2
COc1ccc(C)cc1S(=O)(=O)NC(C)c1cnn(-c2ccccn2)c1C (stereo not drawn) | -0.4 | 2 | 4.0 | -2 | 3.1 | 2 | -4 | -2.1 | -2 | -3

Single entries from the results shown:
COc1ccc(C)cc1S(=O)(=O)NC(C)c1cnn(-c2ccccn2)c1C (stereo not drawn) – phage Ecoli inh = -0.4
CSc1cccc(NC(=S)N2CCCN(Cc3ccc(F)cc3)C2)c1 – CAL PDZ FP-1 = -4
CCC1CCCCN1CCCNC(=O)c1ccc(/C=C2/Sc3ccccc3NC2=O)cc1 (stereo not drawn) – MITF TRPM1 HTS = -27

Continued.
SMILES | phage Ecoli inh | SR-BI uptake up | Ecoli viability | CAL PDZ FP-1 | AddAB inh | Tat export inh | MITF TRPM1 HTS | CAL PDZ FP-2 | SR-BI HDL uptake | Wnt bcat act
Cc1cc(NC(=O)COC(=O)c2nccnc2N)n(-c2ccccc2)n1 | 1.0 | 16 | -0.9 | 2 | -0.7 | 12 | -7 | 0.3 | -16 | -4
CCS(=O)(=O)N1CCN(CC(=O)NC2CCCCC2)CC1 | 3.0 | 26 | 0.3 | 2 | 1.6 | -2 | 8 | x | -26 | -2
Cc1cc(Cl)ccc1NC(=O)CN1C(=O)CSc2ccc(S(=O)(=O)N3CCOCC3)cc21 | -0.2 | -9 | 2.2 | -3 | 4.2 | 6 | 5 | -1.5 | 9 | -1
COc1ccc(-c2sc3ccc(-c4ccc5c(c4)OCO5)cc3c2-c2ccc(OC)nc2)cc1 | -0.6 | -12 | 2.0 | -3 | 2.9 | 1 | 16 | -0.3 | 12 | -4
C=C1c2nc3ccccc3n2C=C(c2ccc(C)cc2)N1c1ccccc1 | 1.2 | -46 | x | -1 | x | -2 | 5 | 0.6 | 46 | 24
CCc1nnc(NC(=O)CCC(=O)NCCc2ccccc2)s1 | 1.1 | 13 | -2.9 | -4 | 3.7 | -5 | -4 | -0.4 | -13 | 0
COc1cccc(C(=O)C2CCCN(C(=O)c3ccc(C#CC(C)(C)O)cc3)C2)c1 (stereo not drawn) | 2.5 | -17 | -1.3 | -18 | 5.1 | -9 | 0 | -1.3 | 17 | -4
CCO[C@H]1OC(C(=O)N2CCN(Cc3ccccc3)CC2)=C[C@@H](C2CCCCC2)[C@@H]1CCCO | 1.0 | 13 | 1.0 | -3 | 2.0 | 11 | x | 1.0 | -13 | -5
CN(CCc1ccccn1)C(=O)CCC1CCCN(C(=O)c2n[nH]c3c2CCCC3)C1 (stereo not drawn) | -0.6 | 24 | 2.7 | 7 | 4.2 | -12 | -2 | 0.3 | -24 | -1
CCOc1cc(C)c(S(=O)(=O)NC2CC(C)(C)NC(C)(C)C2)cc1C | 3.7 | 0 | 0.6 | -4 | 1.2 | -5 | 2 | -2.1 | 0 | -2
CN(C)CCCOC(=O)COc1ccc(Br)cc1 | -0.3 | 58 | 2.7 | -31 | -0.6 | -2 | 2 | 0.0 | -58 | -3
CCC(=O)NNc1nc2c(Cl)cccc2s1 | 3.3 | 14 | 0.7 | 0 | -1.5 | -10 | -14 | 0.3 | -14 | -1
CC(C)(C)OC(=O)N1CCC(c2cc(=O)n3[nH]c(-c4ccc(Cl)cc4)cc3n2)CC1 | 2.7 | -52 | -0.2 | x | 1.9 | 10 | x | -0.3 | 52 | -4
CCOC(=O)c1c(C)c(C(=O)NCCc2ccccc2)c(C)n1C | 2.0 | -17 | -2.9 | 4 | -2.4 | -3 | 39 | -2.3 | 17 | u
N#CCC(=O)Nc1ccc(C(=O)OCC(=O)Nc2ccccc2Sc2ccccc2)cc1 | 2.8 | -48 | -4.5 | -5 | 0.5 | -7 | -6 | -2.5 | 48 | -2
CCOC(=O)C1CCN(C(=O)COC(=O)CSc2ccc(C(N)=O)cc2[N+](=O)[O-])CC1 | 0.8 | -24 | -2.2 | -2 | 0.3 | 4 | 12 | -2.9 | 24 | -1
COc1ccc(/C=C2\SC(=O)N(CCC(=O)NCCCn3ccnc3)C2=O)cc1 | 2.1 | 27 | -4.0 | x | 2.6 | -1 | 60 | -0.9 | -27 | 11
C=CC[C@@H](CC(=O)N[C@H](CO)Cc1ccccc1)C(=O)N[C@@H](COC(=O)[C@@H](CC=C)Cc1ccc(F)cc1)Cc1c[nH]c2ccccc12 | -1.8 | -23 | -2.5 | 6 | -0.7 | 10 | -13 | -0.3 | 23 | -7
O=[N+]([O-])c1ccc(COc2ccccc2CN2CCCCC2)cc1 | 2.6 | 13 | x | -3 | x | -5 | 10 | -0.2 | -13 | 2
CCc1cc2c(NCC3CCCO3)ncnc2s1 (stereo not drawn) | 0.9 | -10 | -0.6 | -6 | 3.3 | -2 | -15 | -0.5 | 10 | -6
O=C1C=C(Nc2ccc(Cl)cc2)CC(c2ccccc2)C1 (stereo not drawn) | 0.4 | -19 | 1.5 | -5 | 3.9 | -2 | -1 | -0.9 | 19 | 3
CC(=O)c1ccc(S(=O)(=O)Nc2ccc(-c3ccc4nnc(C)n4n3)cc2)cc1 | 4.1 | -10 | 0.2 | -4 | 2.5 | -6 | -9 | -2.6 | 10 | -5
COc1ccc(C(CNC(=O)c2ccc(S(=O)(=O)N3CCCC3)cc2)N2CCOCC2)cc1 (stereo not drawn) | -1.7 | x | 1.0 | 0 | 3.1 | 1 | 3 | -2.2 | x | -1
CCOC(=O)c1cc2c(=O)n3cccc(C)c3nc2n(Cc2ccco2)c1=NC(=O)c1ccc(C)cc1 | x | -9 | x | 0 | x | 6 | -9 | -0.1 | 9 | x
CC(=O)Nc1ccc(C(=O)N2CCc3cc4c(cc3C2C)OCCCO4)cc1 (stereo not drawn) | 3.1 | -3 | -0.3 | -2 | 3.5 | 2 | -12 | 0.7 | 3 | -1
CC(C)n1nc(C(=O)Nc2cccc(S(=O)(=O)N3CCCCC3)c2)c2ccccc2c1=O | -0.4 | -18 | -0.2 | -8 | -2.2 | 6 | -17 | -0.7 | 18 | -1
COc1ccc(OCCNC(=O)c2ccc(C)cc2)cc1 | 1.8 | -3 | -2.1 | -2 | 1.3 | -14 | 24 | -0.4 | 3 | 4
O=C1/C(=C/c2cccs2)SC(=S)N1c1ccccc1 | 4.8 | -16 | -0.7 | -2 | 0.9 | -13 | 27 | -1.0 | 16 | 4
CCCCc1nc2ccccc2c(C(=O)O)c1C | 2.5 | 4 | -0.5 | 1 | 2.8 | -7 | x | -1.6 | -4 | x

Bioassay records deposited in PubChem BioAssay by several laboratories.
